# RAD54 branch: inhibitors of human RAD54 branch migration, primary screen, biochemical, fluorescence, single point. inhibition, % at 10.4 µM. RAD54 Holliday junction branch migration, FAM/BHQ fluorescence. AID 602329, 2012. actives 0.14% (n = 360,000);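 active means mean normalized replicate activity at least 40 and at least half of replicates scoring 40 or more; inconclusive means only one of the two criteria met; inactive means mean below 40 and under half of replicates reaching 40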;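 further: 0% = median of neutral control wells and 100% = median of positive control wells; inhibitors cause a drop in the FAM fluorescence signal; in these data hits start at about 50%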
# Target sequence (Q92698 whole entry, looked up): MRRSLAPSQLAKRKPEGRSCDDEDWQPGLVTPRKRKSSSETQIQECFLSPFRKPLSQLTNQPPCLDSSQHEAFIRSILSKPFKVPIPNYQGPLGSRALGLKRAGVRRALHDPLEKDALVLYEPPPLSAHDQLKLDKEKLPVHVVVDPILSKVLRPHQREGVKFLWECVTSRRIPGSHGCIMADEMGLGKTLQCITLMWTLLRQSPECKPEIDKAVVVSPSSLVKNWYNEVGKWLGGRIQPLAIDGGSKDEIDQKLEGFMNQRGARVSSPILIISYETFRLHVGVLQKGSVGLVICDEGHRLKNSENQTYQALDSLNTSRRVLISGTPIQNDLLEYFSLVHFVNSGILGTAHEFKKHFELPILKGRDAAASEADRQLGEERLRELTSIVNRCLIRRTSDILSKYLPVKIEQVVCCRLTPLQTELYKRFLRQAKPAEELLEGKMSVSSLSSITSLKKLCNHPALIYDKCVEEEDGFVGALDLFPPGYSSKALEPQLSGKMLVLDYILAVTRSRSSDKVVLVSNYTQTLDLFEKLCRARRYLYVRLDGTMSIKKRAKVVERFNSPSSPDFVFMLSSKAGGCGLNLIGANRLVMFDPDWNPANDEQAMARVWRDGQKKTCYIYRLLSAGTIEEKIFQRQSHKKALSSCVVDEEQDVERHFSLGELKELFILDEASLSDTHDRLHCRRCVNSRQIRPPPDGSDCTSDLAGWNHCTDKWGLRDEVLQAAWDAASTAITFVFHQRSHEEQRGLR
# DENV2 CPE: inhibitors of DENV2 cytopathic effect, primary screen, cell-based, plate reader, single concentration; actives 1.7% (n = 350,000); DENV2-infected cells, cytopathic effect rescue; CPE inhibition, % at 9.99 µM; in the data active means CPE inhibition above about 20%, passing the limit was not always enough; inconclusive means no clear call, values can overlap the other calls; tested in BHK-21 cells;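 further: 0% = median of neutral control wells and 100% = median of positive control wells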
# CFTR F508del cor: F508del CFTR correction, initial screen, CFBE line, single point | CFBE cells, YFP halide quenching; stimulated with forskolin plus potentiator P3; % fluorescence drop versus neutral controls | activity (quench increase), % at 7.58 µM | actives 0.36% (n = 350,000) | AID 720511, 2013;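 active means mean added fluorescence quench of at least 8% versus neutral control, with both replicates also reaching 8%; inconclusive means only one of the mean or replicate conditions met; inactive means mean below 8% and not both replicates reaching 8%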;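 further: cells transiently co-express mutant CFTR-F508del with the halide-sensitive YFP; corrector assay measuring rescue of mutant channel to the surface after 24 h compound exposure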
# Xi reactivation: activators of inactive X chromosome reactivation, primary screen, imaging, XiGFP fibroblasts, GFP high-content imaging, set 2; XiGFP mouse fibroblasts, % GFP-positive cells imaging, 3 d; cells co-treated with 5-aza-dC sensitizer; scaled so ellipticine positive control = 100%; activation, % at 7.58 µM; actives 0.055% (n = 360,000); AID 743238, 2013;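 active means mean normalized replicate activation at least 10% and every replicate at or above 10%; inconclusive means only one of the two criteria met; inactive means mean below 10% and not all replicates reach 10%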;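 further: 0% = median of on-plate neutral control wells and 100% = ellipticine 6 µM median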
#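 Assay system: SV40-immortalized XiGFP fibroblast cells, line 68-5-11; buffer or medium: DMEM plus 5-aza-dC sensitizer; compound: one concentration, pinned; timing: compounds 3 days, fix/stain 15 min at room temperature; benchmarks: positive control ellipticine, 6 µM final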
# Casp6 inh: human caspase-6 inhibitors, primary screen, biochemical, VEID-R110 fluorescence, single point, set 2; actives 0.53% (n = 350,000); purified caspase-6, Z-VEID-R110 cleavage fluorescence; AID 686996, 2013; P55212; inhibition, % at 12.5 µM;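 active means mean inhibition across replicates at least about 35%, with every replicate also reaching that limit, limit read from the data; inconclusive means only one of the two criteria met; inactive means neither criterion met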;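 further: 0% = median of neutral control wells and 100% = no fluorescence left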
# Target sequence (P55212 24-179 limits assumed): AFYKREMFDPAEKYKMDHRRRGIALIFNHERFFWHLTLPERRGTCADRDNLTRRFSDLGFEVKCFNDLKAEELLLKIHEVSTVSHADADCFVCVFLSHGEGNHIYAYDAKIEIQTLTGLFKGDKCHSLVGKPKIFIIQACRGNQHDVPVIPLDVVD
# Target sequence (P55212 194-293 limits assumed): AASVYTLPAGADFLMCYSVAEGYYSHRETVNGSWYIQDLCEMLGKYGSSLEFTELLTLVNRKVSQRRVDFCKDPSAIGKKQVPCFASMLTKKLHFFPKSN
# INS-1E GSIS act: GLuc luminescence reporter in INS-1E cells, primary screen for activators of glucose-dependent secretion of insulin; INS-1E GLuc reporter insulin secretion, 2-3 h; activation, % at 16.6 µM; actives 0.61% (n = 370,000); AID 743287, 2014;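 active means lowest replicate activation of at least 40%, so every replicate reaches that level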;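 further: 0% = median of neutral control wells and 100% = median of IBMX positive control wells; some compounds called inactive have numbers as strong as hits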
# RAD52 anneal inh: RAD52 DNA annealing inhibitors, primary screen, biochemical, FRET, single point, set 2; DNA repair protein RAD52 homolog (Homo sapiens), P43351; recombinant RAD52 DNA annealing, FRET fluorescence; inhibition, % at 18.7 µM; actives 0.46% (n = 360,000);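 active means every replicate showing at least 50% inhibition; inconclusive means mean inhibition at least 50% but not in every replicate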
# E-sel inducer: E-selectin induction in HUVECs, primary screen, imaging, HUVEC, immunofluorescence imaging, single point; normalized: neutral wells 0, TNF-alpha wells 100; AID 686992, 2013; activation, % at 7.58 µM; actives 0.37% (n = 260,000);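 active means mean E-selectin-positive cell signal at least 10% of the positive control, reached in at least 60% of replicates, without over 20% cell loss; inconclusive means no rule given, readout overlaps actives, possibly toxicity-flagged; inactive means the rest, including those meeting only one limit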;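 further: in these data hits start at about 27%; measured in HUVEC primary endothelial cells; signal is the percent of cells scored E-selectin positive by PE staining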
#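 Test system: HUVEC; input: 3,000 HUVEC/well; measured by: immunofluorescence imaging; read-out: % PE-positive cells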
# Active calls of the source: *; ? = inconclusive; / = not tested or not shown.
SMILES	RAD54 branch	DENV2 CPE	CFTR F508del cor	Xi reactivation	Casp6 inh	INS-1E GSIS act	RAD52 anneal inh	E-sel inducer
C[C@H]1CN([C@@H](C)CO)C(=O)c2cc(-c3ccccc3F)cnc2O[C@H]1CN(C)C(=O)C1CCC1	2.0	12.1	-2.5	-0.2	-1.1	-1.0	-1.5	1.6
Cc1cccc(S(=O)(=O)N(C)C[C@@H]2OCc3cn(nn3)CCCC(=O)N([C@@H](C)CO)C[C@@H]2C)c1	-5.0	6.8	0.0	0.3	-0.3	6.6	0.5	0.1
C[C@@H]1CN([C@@H](C)CO)C(=O)c2cc(NC(=O)c3ccncc3)ccc2O[C@@H](C)CCCCO[C@@H]1CN(C)C(=O)C1CCCCC1	-4.5	-6.0	-0.7	-1.1	0.3	7.5	7.9	0.8
CCC(=O)N(C)C[C@H]1Oc2ncc(C#C[C@@H](C)O)cc2C(=O)N([C@H](C)CO)C[C@@H]1C	1.8	-7.8	-1.6	-0.9	0.5	22.2	-3.8	-0.1
C[C@@H]1CN([C@H](C)CO)S(=O)(=O)c2ccc(C#CC3CCCC3)cc2O[C@H]1CN(C)C(=O)c1cccc(F)c1	/	/	3.1	0.2	/	-18.4	/	-0.6
O=C(Cn1c(CC(=O)N2CCOCC2)nc2ccccc21)Nc1ccc2c(c1)OC(F)(F)O2	-6.6	/	/	/	2.4	4.7	-1.1	/
N#C[C@H]1[C@@H](c2ccc(C#CC3CC3)cc2)[C@@H](CO)N1C(=O)Cc1ccccn1	4.5	-1.1	-1.2	0.0	-1.7	-4.9	-10.3	-0.2
CCN1CCN(S(=O)(=O)c2ccc(Cl)c(C(=O)NCc3ccco3)c2)CC1	/	13.6	-1.8	0.1	0.7	13.3	-4.6	/
COc1ccc(CCNS(=O)(=O)c2cnc(Cl)c(Br)c2)cc1OC	-7.4	1.7	1.6	-0.1	1.7	19.5	-7.9	/
Cc1cc(N2CCCCC2)nc(-c2ccc(Br)cc2)n1	/	-3.1	1.7	0.1	-3.9	-21.9	6.4	/
CCCCOC(=O)c1ccc(NC(=O)C(=O)NCc2ccco2)cc1	/	-1.3	0.3	0.2	3.2	-17.3	-11.0	6.7
O=C(O)c1ccc(/C=C2\SC(=S)N(NC(=O)c3ccccc3[N+](=O)[O-])C2=O)cc1	-13.6	4.6	3.3	0.1	1.4	-5.3	-43.7	-0.1
CN(/C=C1/C(=O)CNC1=O)CCO	/	-12.1	2.1	0.1	-2.4	4.6	-9.3	/
O=C(O)c1ccc(CNC(=O)c2ccc(C(F)(F)F)cc2)cc1	/	-1.2	-0.7	0.2	1.3	5.6	-9.5	/
Oc1cccc(/C=N/n2c(C3CCCCC3)n[nH]c2=S)c1	4.4	-2.2	-3.2	0.5	0.6	27.1	-10.3	1.3
Cc1onc(-c2ccccc2Cl)c1C(=O)OCC(=O)c1c(N)n(C)c(=O)n(C)c1=O	/	-6.8	2.1	0.0	1.8	26.5	-18.1	/
Cc1ccccc1-c1nnn(CC(=O)Nc2ccc3c(c2)OCO3)n1	/	1.5	0.2	0.0	1.3	-2.4	-16.8	/
CC1CCN(C(=O)c2ccc(N3C(=O)C4CCC(C)CC4C3=O)cc2)CC1 (stereo not drawn)	/	4.7	2.6	0.0	-0.7	-7.4	-1.3	6.1
CC(C)NC(=O)Nc1ccc2c(c1)C(=O)N([C@@H](C)CO)C[C@@H](C)[C@H](CN(C)Cc1ccccc1)OCCCC[C@@H](C)O2	7.4	2.7	-0.6	0.3	0.4	13.2	-2.7	0.4
Cc1cc(C(=O)N2CCCC(N3CCN(Cc4ccc5c(c4)OCO5)CC3)C2)n[nH]1 (stereo not drawn)	2.2	7.4	-0.3	-0.1	-1.5	10.3	-2.3	2.6
COc1cc(/C=C2\C(=N)N3N=C(S(C)(=O)=O)SC3=NC2=O)ccc1OCCOc1ccc(C)cc1	-9.4	-2.2	0.6	0.0	16.3	-31.3	-19.0	0.1
CC1CCCN(C(=O)CNC(=O)Cn2ccc3ccccc3c2=O)C1 (stereo not drawn)	-4.4	2.9	-2.6	-0.1	-0.4	2.2	-16.5	-1.6
Cc1nnc(N/N=C/c2cccs2)[nH]c1=O	/	?	3.8	0.1	-0.5	7.0	-13.1	-0.2
CN(Cc1ccc(Cl)cc1)C(=O)CCl	9.5	/	0.5	0.0	-2.0	22.9	5.7	/
Cc1cc(C(=O)OCC(=O)N2CC(C)OC(C)C2)c(C)n1-c1ccccc1 (stereo not drawn)	-6.0	-1.8	1.9	0.3	-82.7	9.2	-8.2	0.2

# Just Xi reactivation, INS-1E GSIS act and RAD54 branch (two entries from above):
Molecule	Xi reactivation	INS-1E GSIS act	RAD54 branch
CCC(=O)N(C)C[C@H]1Oc2ncc(C#C[C@@H](C)O)cc2C(=O)N([C@H](C)CO)C[C@@H]1C	-0.9	22.2	1.8
C[C@@H]1CN([C@H](C)CO)S(=O)(=O)c2ccc(C#CC3CCCC3)cc2O[C@H]1CN(C)C(=O)c1cccc(F)c1	0.2	-18.4	/

# The list goes on:
SMILES	RAD54 branch	DENV2 CPE	CFTR F508del cor	Xi reactivation	Casp6 inh	INS-1E GSIS act	RAD52 anneal inh	E-sel inducer
CCC(=O)NC[C@@H]1[C@@H](c2ccc(C3=CCCC3)cc2)[C@@H](CO)N1CC1CC1	/	-5.7	-2.2	0.0	-2.1	-6.2	-5.5	0.1
CC(C)NC(=O)N1[C@@H](CO)[C@@H](c2ccccc2)C12CN(Cc1ccc(Cl)cc1)C2	/	-0.6	-0.2	-0.1	2.2	-17.8	-22.3	0.0
Cc1ccc(CN2CCN(C(=O)c3cccc4ccccc34)CC2)cc1	-7.9	-2.1	1.1	0.0	2.5	-7.3	-1.6	0.0
COc1cc(CN2CC3(CN(C(=O)Nc4c(C)noc4C)C3)c3c([nH]c4cc(OC)ccc34)[C@H]2CO)cc(OC)c1	/	-2.9	0.4	0.1	-1.2	11.3	-22.0	0.1
CCOCCCNC(=O)c1cc2sc(Cl)cc2n1CC	-1.2	6.9	1.3	/	0.7	-23.3	-12.9	/
Cc1ccc(OCC(=O)Nc2nnc(-c3ccco3)s2)cc1	2.8	2.1	-0.8	2.5	0.0	21.1	-10.4	2.0
C[C@@H]1CN([C@H](C)CO)C(=O)c2cc(C#CC3CCCC3)cnc2O[C@@H]1CN(C)S(=O)(=O)c1cccc(F)c1	-1.7	0.6	2.3	0.0	-1.9	-24.3	-5.4	0.2
COc1ccc(NC(=O)Nc2ccc3c(c2)C(=O)N([C@@H](C)CO)C[C@@H](C)[C@@H](CN(C)S(=O)(=O)c2ccccc2)O3)cc1	-5.3	17.3	0.3	0.3	-2.7	-5.9	-9.3	/
COc1ccc(C(CCNCc2ccc(OC)c(OC)c2)c2ccc(F)cc2)cc1 (stereo not drawn)	19.0	-7.7	1.5	0.0	-0.2	/	-1.0	/
C/C(CC(=O)Nc1ccc([N+](=O)[O-])cc1)=N\NC(=O)c1ccccc1O	15.6	-2.3	-1.7	-0.1	1.6	-9.1	-13.6	0.1
O=C1c2ccccc2-c2nnc(-c3ccc(O)cc3)cc21	/	5.5	-6.3	0.2	2.3	9.2	-15.3	-0.1
O=C(O)Cn1cc(/C=N/Nc2ccc([N+](=O)[O-])cn2)c2ccccc21	-14.6	-7.5	3.4	0.8	8.7	-9.1	-22.6	0.0
COc1ccc2nc(NC(=O)c3ccco3)sc2c1	10.3	-2.5	-0.5	-0.1	5.3	-3.7	7.3	0.0
CCc1ccc(-c2cc(C)no2)cc1S(=O)(=O)N1CCN(C(=O)c2ccco2)CC1	-4.2	-0.6	1.7	0.2	5.9	14.8	-17.6	1.5
CC(NC(=O)COc1ccc(-c2ccccc2)cc1)C1CCCO1 (stereo not drawn)	1.5	4.1	-0.9	0.1	1.0	-1.9	-0.6	1.2
NC(=O)COn1c(SCC(N)=O)nc2ccccc2c1=O	3.7	3.6	0.0	0.0	-1.4	/	-18.8	/
COc1ccc(NS(=O)(=O)c2cccc(C(=O)NNC(=O)CNC(=O)c3ccc(C)cc3)c2)cc1	2.1	-2.5	-1.4	-0.1	2.9	0.4	-5.4	1.1
O=c1[nH]c(CN2CCN(S(=O)(=O)/C=C/c3ccccc3)CC2)nc2ccccc12	2.8	-1.5	-2.3	0.1	0.3	-6.8	-87.0	/
COc1cccc(N(CC(=O)N2CCN(C)CC2)S(=O)(=O)c2ccccc2)c1	0.8	/	0.6	/	-4.0	5.9	5.0	/
Cc1oc2ccc(OS(C)(=O)=O)cc2c1C(=O)OC(C)C	/	2.5	1.2	0.0	/	13.5	-3.8	-0.8
COc1ccc(CN2C(=O)c3ccccc3C2C(=O)NC2CCCC(C)C2C)c(OC)c1 (stereo not drawn)	1.7	1.4	0.2	1.8	-4.9	-44.0	-7.0	-0.2
COc1ccc2c3c(n(C)c2c1)[C@@H](CO)NCC31CCN(Cc2cc(-c3ccccc3)on2)CC1	/	4.2	2.3	0.0	-1.4	4.0	58.8*	1.6
N#C[C@H]1[C@@H](c2ccc(C3=CCCC3)cc2)[C@@H](CO)N1C(=O)c1ccccn1	6.4	-5.8	2.3	-0.1	-11.1	2.6	-43.8	-0.4
Cc1noc(C)c1NC(=O)N(C)C[C@@H]1Oc2ccc(NS(C)(=O)=O)cc2C(=O)N([C@H](C)CO)C[C@H]1C	-1.0	6.8	-0.4	0.3	-1.6	12.3	7.2	/
COc1ccc(N2C(=O)CSC2c2ccc(F)c(F)c2)cc1 (stereo not drawn)	6.4	-0.9	/	0.1	2.1	5.3	-3.6	2.6
CC(=O)c1c(C)[nH]c(C(=O)C(C)Sc2nnc(NC3CC3)s2)c1C (stereo not drawn)	-2.8	-5.3	0.4	0.0	0.1	-19.0	-15.1	-0.6

# Compound profiles, as listed above. Values in the order: RAD54 branch | DENV2 CPE | CFTR F508del cor | Xi reactivation | Casp6 inh | INS-1E GSIS act | RAD52 anneal inh | E-sel inducer
# `O=C(O)Cn1cc(/C=N/Nc2ccc([N+](=O)[O-])cn2)c2ccccc21` in the list: -14.6 | -7.5 | 3.4 | 0.8 | 8.7 | -9.1 | -22.6 | 0.0
# `C[C@@H]1CN([C@H](C)CO)C(=O)c2cc(C#CC3CCCC3)cnc2O[C@@H]1CN(C)S(=O)(=O)c1cccc(F)c1` in the list: -1.7 | 0.6 | 2.3 | 0.0 | -1.9 | -24.3 | -5.4 | 0.2
# `CCOCCCNC(=O)c1cc2sc(Cl)cc2n1CC` in the list: -1.2 | 6.9 | 1.3 | / | 0.7 | -23.3 | -12.9 | /
# `CCc1ccc(-c2cc(C)no2)cc1S(=O)(=O)N1CCN(C(=O)c2ccco2)CC1` in the list: -4.2 | -0.6 | 1.7 | 0.2 | 5.9 | 14.8 | -17.6 | 1.5
# `NC(=O)COn1c(SCC(N)=O)nc2ccccc2c1=O` in the list: 3.7 | 3.6 | 0.0 | 0.0 | -1.4 | / | -18.8 | /

# Screens from PubChem BioAssay.
